Pf growth 96h – inhibits malaria parasite growth, 96 h; P. falciparum luciferase reporter growth, 96 h; Potency, µM (doses to about 28.7 µM), without a hit: at the highest dose activity change, negative = inhibition, most hits filed as inhibitors; 320,000 tested, 6.9% active; AID 504834; note: potency is the fitted concentration of half-maximal effect; % is set by controls: 0 for no effect and ±100 for the full control effect
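Luminescence readout: decreased luciferase signal marks inhibited growth of reporter-expressing P. falciparum in infected red cells (2% hematocrit, 0.05% parasitemia final), exposed to compound two generations (96 h, 37 C, 5% CO2).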
Shiga inhibitor – blocks Shiga toxin action in Vero cells | Vero cells, Shiga toxin protein synthesis inhibition reporter | inhibition, % at 38.7 µM | 290,000 tested, 9.2% active | AID 2315; in the data active = inhibition mostly above about 28%, no sharp cut-off; inactive = mostly below about 43%; note: 0% is about no effect
Sm TGR block – blocks Schistosoma mansoni thioredoxin glutathione reductase | Q962Y6 | purified TGR, DTNB reduction, TNB absorbance 405 nm | Potency, µM (series often up to 114 µM), for the others: at the highest dose activity change, negative = inhibition, usual class: inhibitors | 360,000 tested, 3% active; note: potency is the fitted concentration of half-maximal effect; % is set by controls: 0 for no effect and ±100 for the full control effect; nearly all actives have a fitted effect of over 60% in size
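Kinetic colorimetric format: TGR-catalysed, NADPH-driven DTNB reduction monitored via TNB absorbance. Enzyme dispensed at 20 nM; compound exposure 15 min at room temperature before reaction start.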
Cycloheximide cs – counter-screen for Shiga toxin inhibitors: cycloheximide protein synthesis inhibition; cell reporter, cycloheximide protein synthesis inhibition counterscreen; max response, %; 300,000 tested, 12% active; in the data active = max response mostly above about 13%, no sharp cut-off; inactive = mostly below about 14%; note: read at 38.3 µM for the half of the compounds with a filed dose; 0% is about no effect
Pf growth 48h – inhibits P. falciparum growth in the first generation, 48 h; P. falciparum luciferase growth in erythrocytes, 48 h; Potency, µM (doses to about 28.7 µM), without a hit: at the highest dose activity change, negative = inhibition, hits mostly inhibitors; 310,000 tested, 5.9% active; AID 504832; note: potency is the fitted concentration of half-maximal effect; % is set by controls: 0 for no effect and ±100 for the full control effect
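Erythrocytes infected with P. falciparum carrying an integrated firefly luciferase reporter (2% hematocrit, 0.1% parasitemia final) were exposed to compounds in RPMI 1640 with 0.5% Albumax at 37 C, 5% CO2. Growth inhibition was scored as reduced luminescence.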
Giardia FBPA inh – inhibitors of Giardia lamblia fructose-1,6-bisphosphate aldolase. A8B2U2. purified Giardia FBPA. Potency, µM (series often up to 59.6 µM), for inactives: at the top dose activity, negative = inhibition, actives largely listed as inhibitors. 290,000 tested, 0.71% active. AID 2451; note: potency is the fitted concentration of half-maximal effect; % is set by controls: 0 for no effect and ±100 for the full control effect; nearly all actives have a fitted effect of over 55% in size
Target sequence (A8B2U2 whole entry, looked up): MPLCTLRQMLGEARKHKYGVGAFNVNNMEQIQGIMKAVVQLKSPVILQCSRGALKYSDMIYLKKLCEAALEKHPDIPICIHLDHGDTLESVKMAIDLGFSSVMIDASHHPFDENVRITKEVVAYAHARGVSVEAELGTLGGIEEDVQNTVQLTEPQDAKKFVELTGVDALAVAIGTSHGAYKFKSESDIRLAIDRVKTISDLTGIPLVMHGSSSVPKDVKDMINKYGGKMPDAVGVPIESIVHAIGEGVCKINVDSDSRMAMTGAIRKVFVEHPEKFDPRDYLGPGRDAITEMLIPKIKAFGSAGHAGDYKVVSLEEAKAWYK
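40 nM FBPA preincubated 10 min at RT with compound (up to 57.5 uM final), then substrate plus GAPDH/TPI/NAD/arsenate coupling and diaphorase/resazurin added. Fluorescence read after 20 min at RT, 525/598 nm.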
* = called active by the depositor; ? = inconclusive; nt = no result given; & = joins results of further samples; [ ] = another dose, or the depositor's remark. Unless noted, calls come from the whole dose curve; as a rule, active = well fitted curve in the direction sought with a large enough effect; inconclusive = small, poorly fitted or top-dose-only effect, or another doubt; inactive = no such curve, though single readings can be large; an effect the other way counts as inactive or inconclusive. Rows are unselected, and some 24% of all compounds hit somewhere here.

No.	Molecule	Pf growth 96h	Shiga inhibitor	Sm TGR block	Cycloheximide cs	Pf growth 48h	Giardia FBPA inh
1	COc1ccc(C(C(C(=O)c2ccco2)N2CCOCC2)N2CCOCC2)cc1 (configuration not stated)	-1%	23*	45µM*	23*	16%	-8%
2	Cn1ncc(Br)c1NC(=O)CSc1ccc(Cl)cc1	27%	32	-1%	1	0%	0%
3	COC(=O)c1ccc2c(c1)NC(=O)CS2	-1%	-3	-7%	-2	12µM*	-5%
4	Cc1cccc(CSc2nnc(-c3cccs3)n2Cc2ccco2)c1	-16%	-9	-20%	-4	6%	2%
5	Cc1ccc(C(=O)NCCN2CCOCC2)c(Cl)c1	39%[activator]	28*	1%	13*	42%[activator]	-7%
6	CCNC(=S)N/N=C/c1cccs1	4.7µM*	-5	?	1	nt	5%
7	O=C1CC(C(=O)Nc2cccc(F)c2)n2c(nc3ccccc32)N1 (configuration not stated)	16%	-8	10%	-5	?	5%
8	O=C(CN1CCCC1)Nc1nnc(-c2cccs2)s1	-84%	89*	1%	28*	11%	-10%
9	O=C(O)c1ccc(NC(=O)c2cn(-c3ccccc3)nc2-c2ccc(Cl)cc2)cc1	48%[activator]	25	8%	10	-13%	-17%
10	O.O.O.O=S(=O)([O-])OC[C@H]1O[C@@H](O[C@]2(COS(=O)(=O)[O-])O[C@H](OS(=O)(=O)[O-])[C@@H](OS(=O)(=O)[O-])[C@@H]2OS(=O)(=O)[O-])[C@H](OS(=O)(=O)[O-])[C@@H](OS(=O)(=O)[O-])[C@@H]1OS(=O)(=O)[O-].[Al]	?	-9	0%	-4	-4%	-1%
11	CCOc1cc(NC(=O)c2ccccn2)c(OCC)cc1NC(=O)c1ccc(C)cc1	61%[activator]	-17	-2%[57.1 µM]	6	-11%	-14%
12	CCNCCC(CCC(C)C)c1ccc2c(c1)OCO2 (configuration not stated)	2.9µM*	-11	2%	-6	?	?
13	CSCCC(NS(=O)(=O)c1cccc(C(F)(F)F)c1)C(=O)N(C)CCOc1ccc(Cl)cc1 (configuration not stated)	?	nt	-15%	nt	?	nt
14	COc1ccccc1OCC(=O)Nc1nnc(C2CCCC2)s1	-2%	15	-5%	15*	1%	nt
15	CSCC[C@H](NC(=O)N1CCn2c1nc1ccccc12)C(=O)NCc1ccc2c(c1)OCO2	?	-1	10%	1	-13%	nt
16	COCCN1C(=O)C(=O)/C(=C(/O)c2ccc(S(=O)(=O)N3CCOCC3)cc2)C1c1ccc(O)c(OC)c1 (configuration not stated)	30%[activator]	2	-15%	-6	29%	-7%
17	O=C(CC1Nc2ccccc2NC1=O)NCCc1ccccc1 (configuration not stated)	?	-2	-5%	-1	?	0%
18	COc1ccc(/C=N/NC(=O)c2cc(-c3ccccc3)nc3ccccc23)c(OC)c1	28%	40	-11%	18*	0%	-16%
19	COc1ccccc1OCCSc1nnc(CNC(=O)c2ccco2)n1C	37%[activator]	-6	-21%	-5	?	nt
20	COCCN1CC(=O)N2C(c3cccc(C)c3)c3[nH]c4ccccc4c3C[C@H]2C1=O (some centres not stated)	12µM*	5	1%	-8	13µM*	-2%
21	Cc1cc(NC(=O)CSc2sc3c(O)cc(=O)[nH]c3c2C#N)ccc1Br	-6%	-8	?	-4	0%	4%
22	CCOC(=O)N1CCC(NC(=O)c2cc(C(=O)Nc3ccc(S(=O)(=O)N4CCCCC4)cc3)ccc2CO)CC1	-3%	19	0%	-5	?	0%
23	CCCCN(CCCC)C(=O)CCS(=O)(=O)c1ccc2c(c1)n(C)c(=O)c(=O)n2C	nt	8	?	5	?	1%
24	O=C(CN1C(=O)NC(Cc2c[nH]c3ccccc23)C1=O)NC1CC1 (configuration not stated)	14%	22	-5%	-3	13%	5%
25	O=C(O)c1cccc(NS(=O)(=O)c2ccc(Cl)c(C(=O)O)c2)c1	nt	-5	7%	-2	8%	24%
26	COc1ccc(NC(=O)C2CC(=O)n3ncnc3N2)cc1 (configuration not stated)	?	-8	2%	1	40%	3%
27	COC(=O)[C@H](Cc1ccccc1)NC(=O)N1CCN(c2ccc(F)cc2)CC1	-2%	4	-17%	2	?	-1%
28	CC1(C)CC(=NOC(=O)c2ccccc2)CC(C)(C)N1O	213%[activator]	-1	2%	8	-16%	-17%
29	O=c1[nH]c(=S)n(-c2ccc(Cl)cc2)c(O)c1/C=N/N1CCOCC1	6%	-11	-11%	9	0%	-8%
30	Cn1cccc1-c1nc2ccccc2[nH]1	187%[activator]	88*	-7%	31*	138%[activator]	-9%
31	O=C(/C=C/c1ccc(F)cc1)Nc1cccc(S(=O)(=O)Nc2cccc(C(F)(F)F)c2)c1	?	-4	8%	-2	-2%	8%
32	N#CCCN(Cc1cccnc1)C(=S)Nc1ccc(OC(F)F)cc1	2%	7	8%	15	24%	4%
33	CN(Cc1ccccc1)S(=O)(=O)c1ccc2[nH]c(=O)oc2c1	5%	-2	5%	1	27%	?
34	CC1CCC2C(C)C(=O)OC3O[C@]4(C)CCC1[C@@]32OO4 (some centres not stated)	nt	-5	nt	10	nt	0%
35	CCOC(=O)CN(C(=O)COc1nc(C)cc(C)c1C#N)c1ccc(Cl)cc1	?	-11	-2%	1	?	1%
36	O=C(c1ccc(CSc2nc3ccncc3[nH]2)cc1)N1CCCCC1	12µM*	-4	-1%	1	33%[activator]	-21%
37	CCOC(=O)c1c(S(=O)(=O)NCC(=O)NCc2ccccc2Cl)c(C)n(C)c1C	8%	-6	-8%&1%	0	23%	3%
38	CC(=O)N1c2ccc(S(=O)(=O)N3CCCC(C(=O)Nc4cccc(Cl)c4)C3)cc2CC1C (configuration not stated)	-15%	11	0%	-3	?	-3%
39	COCCn1c(SCC(=O)Nc2ccc(S(=O)(=O)N3CCOCC3)cc2)nc2ccccc21	47%[activator]	-14	-1%	-4	10µM*	-1%
40	Cc1ccc(C)c(OCC(=O)NNC(=O)C2CCC2)c1	24%	nt	?	nt	11%	nt
41	O=C1CS/C(=N/N=C\c2ccn[nH]2)N1	1.9µM*	-3	12%	0	-22%	18µM*
42	COc1cccc(C2=NOC(C(=O)Nc3cccnc3Cl)C2)c1 (configuration not stated)	?	-11	1%	10	-2%	8%
43	COCCCNC(=O)c1ccc(CSCc2ccc(C)cc2)o1	20%	34	40µM*	-1	?	-3%
44	C/C(=C\c1ccc(Br)cc1)C(=O)c1c(C)cc(C)[nH]c1=O	10µM*	-5	-10%	1	15%	-4%
45	COc1cccc(C(=O)NCCN2CCOCC2)c1	23%	-15	0%	1	34%[activator]	4%
46	O=C(NNS(=O)(=O)c1ccc(F)cc1)c1cc2ccccc2cc1O	2%	-2	0%	-3	39%[activator]	-23%
47	Cn1cc(S(=O)(=O)Nc2cccc3ccccc23)c(=O)n(C)c1=O	-2%	-8	5%	3	-14%	0%
48	CC1CCN(S(=O)(=O)c2cn(CC(=O)N3CC(C)CC(C)C3)c(=O)c3ccccc23)CC1 (configuration not stated)	?	-14	0%	-5	0%	4%
49	Cc1cc(/C=C2/C(=O)N(C)C(=S)N2C)ccc1N1CCCC1	21%	93*	-23%	32*	-11%	-9%
50	O=c1c2ccccc2c(C=NCc2ccccn2)c(O)n1-c1ccccc1Cl	?	11	4%	-5	?	-17%
51	Cc1ccc(C(=O)O)cc1-c1ccc(/C=C2/NC(=O)N(c3ccccc3)C2=O)o1	nt	114	?	19	12%	?
52	Cc1ccsc1C(=O)N(c1nc2ccccc2s1)c1c(C)cccc1C	8.3µM*	-14	-11%	-1	12µM*	3%
53	Cc1ccc(CN2CCCC(CO)(Cc3ccccc3C)C2)s1 (configuration not stated)	?	-4	6%	1	?	3%
54	CC(=O)c1ccc(OCC(=O)OC(C)C(=O)NC2CCCCC2C)cc1 (configuration not stated)	-32%	nt	-2%	nt	-16%	nt
55	c1ccc(C(c2ccccc2)N2CCN(Cc3nnnn3C3CCCCC3)CC2)cc1	?	7	5%	-2	8.3µM*	7%
56	O=C(Nc1ccc(F)cc1)C1(S(=O)(=O)c2ccc(Cl)cc2)CC1	?	16	3%	-5	-4%	6%
57	COc1ccc(C)cc1NC(=O)C(Sc1nnc2ccccn12)c1ccccc1 (configuration not stated)	-12%	-2	1%	-3	-14%	12%
58	N#Cc1c(N2C(=O)Nc3ccccc3N2O)sc2c1CCCCCC2	9.3µM*	-13	-17%	-2	-25%	21%
59	O=C(NN=C1CCCCCC1)c1cn(-c2ccccc2)nc1-c1ccccc1	-8%	18	3%	-1	6%	11%
60	NC(=O)N/N=C/c1ccc(-c2ccc([N+](=O)[O-])cc2)o1	-26%	25	73%[activator]	25*	53%[activator]	-3%

New compounds follow.
No.	Molecule	Pf growth 96h	Shiga inhibitor	Sm TGR block	Cycloheximide cs	Pf growth 48h	Giardia FBPA inh
61	CCOC(=O)N1CCN(C(=O)C(=O)Nc2sc3c(c2C#N)CC(C)(C)OC3)CC1	?	-6	-23%	-4	16%	nt
62	CCc1ccc2c(c1)cc(CN(Cc1ccco1)C(C)=O)c1nnnn12	-16%	-11	11%	-3	?	-6%
63	CC(=O)Nc1cccc(C(=O)OCC(=O)Nc2ccc(Cl)cn2)c1	6%	nt	-5%	nt	49%[activator]	nt
64	Cc1[nH]c2ccc(C(=O)Nc3ccncc3)cc2c1C	12µM*	50*	0%	23*	?	-8%
65	COc1ccc(-c2noc(CCCC(=O)Nc3cccnc3)n2)cc1OC	?	5	0%	-2	1%	-1%
66	CN(C)CCNC(=O)c1ccc(Sc2ccc(Br)cc2)c([N+](=O)[O-])c1	-28%	-3	0%	-4	?	2%
67	O=C(COC(=O)c1ccc(S(=O)(=O)N2CCCC2)cc1)Nc1ccccc1	-5%	nt	-3%	nt	-9%	nt
68	Cc1c(C(=O)OCC(=O)Nc2ccc(C(=O)N(C)C)cc2)oc2ccccc12	47%[activator]	-5	-21%	2	19%	-3%
69	CSc1ncccc1C(=O)OCc1c(F)cccc1Cl	17%	91*	8%	21*	-1%	4%
70	N/C(CC(=O)Nc1cccc(C(F)(F)F)c1)=N/O	?	-22	-11%	-2	5%	-1%
71	CCCCN(C)C(=S)Nc1ccc(Oc2ccccc2)cc1	-13%	12	-2%	22*	0%	0%
72	CCOC(=O)c1ccc(NC(=O)c2ccc3c(c2)C(=O)N(CC2CCCO2)C3=O)cc1 (configuration not stated)	17%	-33	4%	1	-7%	nt
73	Cc1nc2ccccn2c1C(=O)NNC(=S)Nc1ccccc1	-6%	-1	1%	7	?	-2%
74	COc1ccc(S(=O)(=O)N2CCN(CCCOc3ccc(F)cc3)CC2)cc1OC	4.7µM*	3	3%	-1	?	-3%
75	Cc1csc(N)n1	-25%	-6	-1%	-3	21%	-5%
76	CCOC(=O)C1=C(C)NC(=O)C(C#N)C1c1ccco1 (configuration not stated)	?	-13	1%	8	-18%	-1%
77	CC(=O)NCCn1c(SCC(=O)NCCC2=CCCCC2)nc2ccccc2c1=O	59%[activator]	-10	-1%	2	-14%	6%

Part of the list above, as labelled records:
(74) COc1ccc(S(=O)(=O)N2CCN(CCCOc3ccc(F)cc3)CC2)cc1OC
  Pf growth 96h = 4.7µM*
  Shiga inhibitor = 3
  Sm TGR block = 3%
  Cycloheximide cs = -1
  Pf growth 48h = ?
  Giardia FBPA inh = -3%
(61) CCOC(=O)N1CCN(C(=O)C(=O)Nc2sc3c(c2C#N)CC(C)(C)OC3)CC1
  Pf growth 96h = ?
  Shiga inhibitor = -6
  Sm TGR block = -23%
  Cycloheximide cs = -4
  Pf growth 48h = 16%
  Giardia FBPA inh = nt
(65) COc1ccc(-c2noc(CCCC(=O)Nc3cccnc3)n2)cc1OC
  Pf growth 96h = ?
  Shiga inhibitor = 5
  Sm TGR block = 0%
  Cycloheximide cs = -2
  Pf growth 48h = 1%
  Giardia FBPA inh = -1%

Screening data from PubChem BioAssay.
